High-throughput results as filed in PubChem BioAssay.
PhoP GFP inhibition: PhoP regulon inhibitors, Salmonella typhi PhoP promoter GFP reporter, confirmatory (AID 1850) | 0.33% of 310,000 active | Salmonella Typhi PhoP-promoter GFP reporter, fluorescence, 4 h; higher % means a stronger effect | one-dose inhibition, % at 50 µM; IC50 in µM for titrated hits; in the data active = a potency from the dose series;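 note: 0% = induced wells with vehicle and 100% = uninduced wells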
M. tuberculosis: growth inhibition of non-replicating M. tuberculosis (AID 488890); 0.39% of 320,000 active; Mycobacterium tuberculosis non-replicating, growth inhibition; higher % means a stronger effect; inhibition, % at 25 µM; hits with a dose series show IC50 in µM; in the data active = a potency from the dose series;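 note: plate controls were DMSO cells for no effect and high antibiotic wells for full effect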
influenza NS1A: H1N1 influenza NS1A inhibitors, functional cell based assay (AID 504329); NS1A functional cell-based assay, percent inhibition; higher % means a stronger effect; one-dose inhibition, % at 12.5 µM; IC50 in µM for titrated hits; 0.3% of 340,000 active; in the data active = a potency from the dose series; note: strong numbers were not always called active
H37Rv inhibition: M. tuberculosis growth inhibition, HTS (AID 449762). M. tuberculosis H37Rv growth inhibition, 7H9 media; higher % means a stronger effect. inhibition, % at 25 µM; hits with a dose series show IC50 in µM. 0.59% of 330,000 active; in the data active = a potency from the dose series;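 note: bacterial growth assessed after seven days of incubation; strong numbers were not always called active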
VEEV TC-83 Vero: inhibitors of VEEV TC-83 cytopathic effect, confirmation, Vero cells (AID 588727); one-dose inhibition, % at 20 µM; IC50 in µM for titrated hits; Vero cells, VEEV TC-83 cytopathic effect inhibition; higher % means a stronger effect; 0.13% of 350,000 active; in the data active = a potency from the dose series; note: strong numbers were not always called active
VEEV TC-83 Vero 10K pilot screen: also measured in VEEV TC-83 Vero; calls as there; inhibition, %; measured here: 10K pilot screen inhibition
The depositor's hits bear a star. Random draw from the library (roughly 1.6% active in at least one column).

Results for COC(=O)c1ccc(CN2CCN(CC=C(C)C)C(CCO)C2)cc1 (stereo unspecified) ?
PhoP GFP inhibition: 13%; M. tuberculosis: 21%; influenza NS1A: -25%; H37Rv inhibition: -7%; VEEV TC-83 Vero: 0.4%

How did CCc1cc(-c2n[nH]c(=S)n2C(C)c2ccccc2)cs1 (stereo unspecified) do in these assays?
PhoP GFP inhibition: -9%; M. tuberculosis: -6%; influenza NS1A: -5%; H37Rv inhibition: -2%; VEEV TC-83 Vero: 1.4%

What do the screens show for `Cc1ccc(S(=O)(=O)N2CCC[C@H]2C(=O)Nc2ccc(F)cc2C)cc1`?
M. tuberculosis: 20%; influenza NS1A: 1%; H37Rv inhibition: -2%; VEEV TC-83 Vero: 0.6%

Results for CCC(C)N(C(=O)c1csnn1)C(C(=O)NC1CCCC1)c1c(F)cccc1Cl (stereo unspecified) ?
PhoP GFP inhibition: 4%; M. tuberculosis: -12%; influenza NS1A: -6%; H37Rv inhibition: -3%; VEEV TC-83 Vero: inactive

Results for COC(=O)c1cc2c(s1)-c1ccccc1CC2 ?
PhoP GFP inhibition: 6%; M. tuberculosis: 13%; influenza NS1A: -5%; H37Rv inhibition: 5%; VEEV TC-83 Vero: 4.8%

Results for CN1CCN(c2cc(C(F)(F)F)nc(-c3ccccn3)n2)CC1 ?
PhoP GFP inhibition: -4%; M. tuberculosis: 3%; influenza NS1A: -8%; H37Rv inhibition: 2%; VEEV TC-83 Vero: inactive

Results for OC1C2CN3CCN(C2)CC1(Cc1ccccc1)C3 (stereo unspecified) ?
PhoP GFP inhibition: -2%; M. tuberculosis: -12%; influenza NS1A: 1%; H37Rv inhibition: 0%; VEEV TC-83 Vero: 0.7%; VEEV TC-83 Vero 10K pilot screen: 0.6

What do the screens show for `CCn1c(Cc2ccccc2)nnc1SCC(=O)c1c(N)n(C2CC2)c(=O)[nH]c1=O`?
M. tuberculosis: 2%; influenza NS1A: -1%; H37Rv inhibition: -7%; VEEV TC-83 Vero: 1.9%

What do the screens show for `Cc1ccc(/C=N/NC(=O)COc2ccc(Cl)c(C)c2)o1`?
PhoP GFP inhibition: -10%; M. tuberculosis: 32%; influenza NS1A: -10%; H37Rv inhibition: 12%; VEEV TC-83 Vero: 1.7%

What do the screens show for `CC(C)NC(=O)COc1coc(CN2CCN(C(=O)c3ccco3)CC2)cc1=O`?
PhoP GFP inhibition: 4%; M. tuberculosis: -7%; influenza NS1A: -7%; H37Rv inhibition: 2%; VEEV TC-83 Vero: 3.5%

How did CCN(CC)CCNC(=O)c1ccc(NC(=O)c2ccc(S(=O)(=O)N3CCCC3)cc2)cc1 do in these assays?
influenza NS1A: 3%; VEEV TC-83 Vero: inactive

Results for O=C(Nc1ccc(Cl)cc1)NC1CCCCC1 ?
PhoP GFP inhibition: -5%; M. tuberculosis: -18%; influenza NS1A: -1%; H37Rv inhibition: -10%; VEEV TC-83 Vero: 1.0%

What do the screens show for `CCOC(=O)c1c(C)n(C)c2ccc(OCCN(C)C)cc12`?
PhoP GFP inhibition: 4%; M. tuberculosis: 12%; influenza NS1A: -13%; H37Rv inhibition: -4%; VEEV TC-83 Vero: 0.0%

How did NC(=O)c1cc(-c2ccccc2)nc(Oc2ccccc2)n1 do in these assays?
PhoP GFP inhibition: -4%; M. tuberculosis: 41%; influenza NS1A: -4%; H37Rv inhibition: 4%; VEEV TC-83 Vero: 1.8%

How did Cc1ccc(-n2ncc3c(NCc4ccccc4)ncnc32)cc1 do in these assays?
PhoP GFP inhibition: 5%; M. tuberculosis: 4%; influenza NS1A: -15%; H37Rv inhibition: -7%; VEEV TC-83 Vero: 2.2%

Results for CC(=O)Nc1cccc(NC(=O)CSc2nc(=O)n(CCN3CCOCC3)c3c2CCC3)c1 ?
PhoP GFP inhibition: -3%; M. tuberculosis: -6%; influenza NS1A: 4%; H37Rv inhibition: 3%; VEEV TC-83 Vero: 1.0%

What do the screens show for `Cc1cc(C(C)(C)C)oc1C(=O)N(CC(=O)NC1CCCC1)Cc1ccc(Cl)cc1`?
PhoP GFP inhibition: -2%; M. tuberculosis: 11%; influenza NS1A: -5%; H37Rv inhibition: -16%; VEEV TC-83 Vero: 0.9%

What do the screens show for `O=C(Nc1ccc(N2CCN(C(=O)c3ccccc3)CC2)cc1)c1cc2ccccc2o1`?
PhoP GFP inhibition: 6%; M. tuberculosis: 4%; influenza NS1A: 2%; H37Rv inhibition: -1%; VEEV TC-83 Vero: 8.1%

Results for O=c1[nH]c(=O)n(C2CC(O)C(CO)O2)cc1Br (stereo unspecified) ?
influenza NS1A: -7%; VEEV TC-83 Vero: 4.6%

How did O=C(Nc1ccccc1)C1CC(=O)N(C2CCCCC2)C1 (stereo unspecified) do in these assays?
PhoP GFP inhibition: -6%; M. tuberculosis: -5%; influenza NS1A: 10%; H37Rv inhibition: -6%; VEEV TC-83 Vero: 2.7%

What do the screens show for `O=C(NNS(=O)(=O)c1ccc(F)cc1)c1ccc(O)cc1`?
PhoP GFP inhibition: -11%; M. tuberculosis: 4%; influenza NS1A: -14%; H37Rv inhibition: 5%; VEEV TC-83 Vero: 1.4%

What do the screens show for `CC(C)(C)NC(=O)NC(=O)CN1c2cccc3cccc(c23)S1(=O)=O`?
PhoP GFP inhibition: -5%; M. tuberculosis: 6%; influenza NS1A: 22%; H37Rv inhibition: 3%; VEEV TC-83 Vero: inactive

What do the screens show for `O=C(c1ccc(CNS(=O)(=O)c2cccc(C(F)(F)F)c2)cc1)N1CCOCC1`?
PhoP GFP inhibition: -2%; M. tuberculosis: -13%; influenza NS1A: 15%; H37Rv inhibition: -6%; VEEV TC-83 Vero: 0.8%

How did CC(C)(C)c1ccc(-c2nnc(SCC(=O)NC3CCS(=O)(=O)C3)n2N)cc1 (stereo unspecified) do in these assays?
PhoP GFP inhibition: 3%; M. tuberculosis: 0%; influenza NS1A: 8%; H37Rv inhibition: 2%; VEEV TC-83 Vero: 1.2%

How did CCCOC(=O)C1=C(C)NC2=C(C(=O)CCC2)C1c1cccs1 (stereo unspecified) do in these assays?
PhoP GFP inhibition: -13%; M. tuberculosis: 34%; influenza NS1A: 0%; H37Rv inhibition: 10%; VEEV TC-83 Vero: 0.3%

How did O=C(CCS(=O)(=O)c1cc(Br)cc2c1N(C(=O)C1CC1)CC2)NCC1CCCO1 (stereo unspecified) do in these assays?
PhoP GFP inhibition: -9%; M. tuberculosis: 6%; influenza NS1A: 1%; H37Rv inhibition: 5%; VEEV TC-83 Vero: 0.7%

How did CCNc1nc(N)nc(Oc2ccc(OCC)nn2)n1 do in these assays?
PhoP GFP inhibition: -1%; M. tuberculosis: -10%; influenza NS1A: -12%; H37Rv inhibition: 4%; VEEV TC-83 Vero: 0.5%

What do the screens show for `C[C@@H]1CN([C@@H](C)CO)C(=O)c2cc(NC(=O)Nc3ccc4c(c3)OCO4)ccc2O[C@H]1CN(C)S(=O)(=O)c1ccc(F)cc1`?
M. tuberculosis: 38%; influenza NS1A: 9%; H37Rv inhibition: 0%; VEEV TC-83 Vero: 0.2%; VEEV TC-83 Vero 10K pilot screen: 0.4

What do the screens show for `COc1cnc(SCCC(F)=C(F)F)[nH]c1=O`?
PhoP GFP inhibition: -1%; M. tuberculosis: 15%; influenza NS1A: -2%; H37Rv inhibition: -7%; VEEV TC-83 Vero: 0.7%

Results for CCc1cccc(OCC(=O)Nc2ccc(C)c(S(=O)(=O)N3CCCCCC3)c2)c1 ?
PhoP GFP inhibition: -6%; M. tuberculosis: 13%; influenza NS1A: -6%; H37Rv inhibition: 2%; VEEV TC-83 Vero: 8.2%

How did COc1cc(OC)c(N(C)S(=O)(=O)c2cccc(C(=O)NC3=NCCS3)c2)cc1Cl do in these assays?
PhoP GFP inhibition: 5%; M. tuberculosis: 62%; influenza NS1A: 6%; H37Rv inhibition: 5%; VEEV TC-83 Vero: 8.8%

Results for C=CC[C@@H](CC(=O)N[C@@H](CO)Cc1ccccc1)C(=O)NCCOC(=O)[C@@H](CC=C)CC(=O)OC(C)(C)C ?
M. tuberculosis: 33%; influenza NS1A: 4%; H37Rv inhibition: -1%; VEEV TC-83 Vero: 0.2%

What do the screens show for `CC(=O)Oc1ccc(/C=C2/C(=O)N(c3ccccc3)N=C2C)cc1`?
PhoP GFP inhibition: -6%; M. tuberculosis: 33%; influenza NS1A: -17%; H37Rv inhibition: 7%; VEEV TC-83 Vero: 0.3%

What do the screens show for `COC(=O)c1ccc(/C=N\NC(=O)CC(=O)NCCc2ccccc2)cc1`?
PhoP GFP inhibition: -4%; M. tuberculosis: 0%; influenza NS1A: -14%; H37Rv inhibition: 1%; VEEV TC-83 Vero: inactive

What do the screens show for `Cc1nn(CC(=O)NC(C)C(C)C)c(C)c1S(=O)(=O)N1CCCCC1` (stereo unspecified)?
influenza NS1A: -4%; VEEV TC-83 Vero: inactive

How did CC(=O)Nc1cc(NC(C)=O)c(CC(C)C)s1 do in these assays?
PhoP GFP inhibition: 15%; M. tuberculosis: 14%; influenza NS1A: 6%; H37Rv inhibition: -7%; VEEV TC-83 Vero: 0.9%

How did Cc1cccc(N2CCN(c3ccc(C(N)=O)cc3[N+](=O)[O-])CC2)c1C do in these assays?
PhoP GFP inhibition: 5%; M. tuberculosis: -11%; influenza NS1A: -5%; H37Rv inhibition: -1%; VEEV TC-83 Vero: 0.9%

How did c1ccc(-n2ncc3c(NCC4CCCO4)ncnc32)cc1 (stereo unspecified) do in these assays?
PhoP GFP inhibition: 2%; M. tuberculosis: 4%; influenza NS1A: -1%; H37Rv inhibition: -2%; VEEV TC-83 Vero: 7.2%

Results for CSCCC(NC(=O)C12CC3CC(CC(C3)C1)C2)C(=O)OCC(=O)c1ccc(C)cc1 (stereo unspecified) ?
PhoP GFP inhibition: -5%; M. tuberculosis: -14%; influenza NS1A: -3%; H37Rv inhibition: 6%; VEEV TC-83 Vero: inactive

How did COc1ccc(NC(=O)CCOc2ccccc2)cc1 do in these assays?
PhoP GFP inhibition: 0%; M. tuberculosis: 56%; influenza NS1A: -6%; H37Rv inhibition: 62%; VEEV TC-83 Vero: 1.1%

Among those listed so far, 5 contain a Cl atom.
Results for CCC(C)N(C(=O)c1csnn1)C(C(=O)NC1CCCC1)c1c(F)cccc1Cl (stereo unspecified) ?
PhoP GFP inhibition: 4%; M. tuberculosis: -12%; influenza NS1A: -6%; H37Rv inhibition: -3%; VEEV TC-83 Vero: inactive

What do the screens show for `Cc1ccc(/C=N/NC(=O)COc2ccc(Cl)c(C)c2)o1`?
PhoP GFP inhibition: -10%; M. tuberculosis: 32%; influenza NS1A: -10%; H37Rv inhibition: 12%; VEEV TC-83 Vero: 1.7%

Results for O=C(Nc1ccc(Cl)cc1)NC1CCCCC1 ?
PhoP GFP inhibition: -5%; M. tuberculosis: -18%; influenza NS1A: -1%; H37Rv inhibition: -10%; VEEV TC-83 Vero: 1.0%

What do the screens show for `Cc1cc(C(C)(C)C)oc1C(=O)N(CC(=O)NC1CCCC1)Cc1ccc(Cl)cc1`?
PhoP GFP inhibition: -2%; M. tuberculosis: 11%; influenza NS1A: -5%; H37Rv inhibition: -16%; VEEV TC-83 Vero: 0.9%

How did COc1cc(OC)c(N(C)S(=O)(=O)c2cccc(C(=O)NC3=NCCS3)c2)cc1Cl do in these assays?
PhoP GFP inhibition: 5%; M. tuberculosis: 62%; influenza NS1A: 6%; H37Rv inhibition: 5%; VEEV TC-83 Vero: 8.8%
